# Source: PubChem
# Sm TGR block: qHTS Assay for the Inhibitors of Schistosoma Mansoni Peroxiredoxins; Potency, µM (titrated, usually from 114 µM), inactives show at the top dose activity change, negative = inhibition, most hits filed as inhibitors; purified TGR, DTNB reduction, TNB absorbance 405 nm; AID 485364, 2010; actives 3% (n = 360,000); note: potency is the fitted concentration of half-maximal effect; nearly all actives have a fitted effect of over 60% in size
#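 Kinetic colorimetric format: TGR-catalysed, NADPH-driven DTNB reduction monitored via TNB absorbance. Enzyme dispensed at 20 nM; compound exposure 15 min at room temperature before reaction start.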
# AmpC no deterg: qHTS Inhibitors of AmpC Beta-Lactamase (assay without detergent); AmpC nitrocefin hydrolysis, absorbance 480 nm, 0.0001% Triton; Potency, µM (doses to about 57.1 µM), inactives show at the top dose activity change, negative = inhibition, actives largely listed as inhibitors; actives 0.52% (n = 330,000); P00811; AID 485341, 2010;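 note: potency is the fitted concentration of half-maximal effect; plate controls were no compound for no effect and no enzyme for full effect; nearly all actives have a fitted effect of over 20% in size; some results filed as inactive show a strong effect at the top dose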
# Target sequence (P00811 whole entry, looked up): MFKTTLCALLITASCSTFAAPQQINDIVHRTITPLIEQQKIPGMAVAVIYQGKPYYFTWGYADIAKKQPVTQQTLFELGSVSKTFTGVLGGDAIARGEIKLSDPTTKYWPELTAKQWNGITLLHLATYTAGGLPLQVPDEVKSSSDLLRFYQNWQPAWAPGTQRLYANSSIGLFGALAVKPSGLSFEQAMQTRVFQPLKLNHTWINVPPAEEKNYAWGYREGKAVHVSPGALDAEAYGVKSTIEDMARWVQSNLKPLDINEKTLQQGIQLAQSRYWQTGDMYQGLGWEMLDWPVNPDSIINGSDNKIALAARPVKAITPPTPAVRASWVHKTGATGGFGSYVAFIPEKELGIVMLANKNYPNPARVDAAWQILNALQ
#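 AmpC (5.3 nM in the dispensed reagent) in 20 mM phosphate pH 7.0 with 0.01% (detergent screen) or 0.0001% Triton X-100 was preincubated with compounds for 15 min at room temperature. Nitrocefin was then added from an 800 uM solution, and hydrolysis was followed at 480 nm.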
# HCV inh: qHTS Assay for Inhibitors of Hepatitis C Virus (HCV); Huh7.5.1 HCVcc-Cre infection, luciferase reporter, 44 h; Potency, µM (titrated, usually from 41.8 µM), for inactives: at the highest dose activity change, negative = inhibition, actives largely listed as inhibitors; actives 3.4% (n = 340,000); note: potency is the fitted concentration of half-maximal effect
#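 Antiviral activity was scored by luciferase reporter output from cells infected with HCVcc-Cre (~0.5 moi) in presence of compound, 44 h infection period, cells seeded 1,000/well 4 h prior.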
# AmpC detergent: qHTS Inhibitors of AmpC Beta-Lactamase (assay with detergent); P00811; AmpC hydrolysis of nitrocefin, absorbance 480 nm, 0.01% Triton; Potency, µM (titrated, usually from 114 µM), without a hit: at the top dose activity change, negative = inhibition, hits mostly inhibitors; actives 0.041% (n = 370,000); AID 485294, 2010;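 note: potency is the fitted concentration of half-maximal effect; 0% = no-compound wells and -100% = no-enzyme wells; nearly all actives have a fitted effect of over 25% in size; some results filed as inactive show a strong effect at the top dose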
#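 AmpC (5.3 nM in the dispensed reagent) in 20 mM phosphate pH 7.0 with 0.01% (detergent screen) or 0.0001% Triton X-100 was preincubated with compounds for 15 min at room temperature. Nitrocefin was then added from an 800 uM solution, and hydrolysis was followed at 480 nm.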
# HCMV inh: qHTS Assay for inhibitors of the human cytomegalovirus (HCMV). HFF cells, HCMV-luciferase reporter, 72 h; hits give low values. activity change, negative = inhibition, % at 57.5 µM. actives 4.5% (n = 410,000). AID 1259415, 2018; in the data active = activity change below about -60%; inconclusive = no clear call, values can overlap the other calls; inactive = above about -39%
#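 Screen run at 2 compound doses on HFFs infected with reporter HCMV, MOI 1 PFU/cell. Luciferase activity from cell lysates at 72 h post infection gave inhibition relative to buffer-only and Salinomycin wells.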
# Giardia FBPA inh: qHTS Assay for Inhibitors of Fructose-1,6-bisphosphate Aldolase from Giardia Lamblia | actives 0.71% (n = 290,000) | purified Giardia FBPA | A8B2U2 | Potency, µM (top dose mostly 59.6 µM), for the others: at the highest dose activity, negative = inhibition, actives largely listed as inhibitors | AID 2451, 2010; note: potency is the fitted concentration of half-maximal effect; nearly all actives have a fitted effect of over 55% in size
# Target sequence (A8B2U2 whole entry, looked up): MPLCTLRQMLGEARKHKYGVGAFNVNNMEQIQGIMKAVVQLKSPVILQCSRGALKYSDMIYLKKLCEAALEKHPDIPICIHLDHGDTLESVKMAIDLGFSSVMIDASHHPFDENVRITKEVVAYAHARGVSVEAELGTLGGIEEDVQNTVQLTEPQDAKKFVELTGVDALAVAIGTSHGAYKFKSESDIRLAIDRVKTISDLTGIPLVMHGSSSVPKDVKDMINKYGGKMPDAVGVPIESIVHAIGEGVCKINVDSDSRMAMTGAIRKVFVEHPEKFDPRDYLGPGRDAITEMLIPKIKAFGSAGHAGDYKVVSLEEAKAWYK
#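 40 nM FBPA preincubated 10 min at RT with compound (up to 57.5 uM final), then substrate plus GAPDH/TPI/NAD/arsenate coupling and diaphorase/resazurin added. Fluorescence read after 20 min at RT, 525/598 nm.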
# * marks the source's active call; other numbers are inactive results; u = inconclusive; x = not tested or not shown; [ ] = remark or other dose. Unless noted, calls come from the whole dose curve; as a rule, active = well fitted curve in the direction sought with a large enough effect; inconclusive = small, poorly fitted or top-dose-only effect, or another doubt; inactive = no such curve, though single readings can be large; an effect the other way counts as inactive or inconclusive. Unless noted, % is set by controls: 0 for no effect and ±100 for the full control effect. No enrichment for hits; overall some 9.9% were active at least once.
# Screens by letter – A = Sm TGR block; B = AmpC no deterg; C = HCV inh; D = AmpC detergent; E = HCMV inh; F = Giardia FBPA inh
> COc1ccc(C(=O)N2CCN(c3ccc(C)c(C)c3)CC2)cc1OC
  A = -3.9%; B = 79.5%[activator]; C = -29.9%; D = u; E = 4.0; F = -8.2%

> COc1ccccc1CCNC(=O)C(=O)NCC1OCCN1S(=O)(=O)c1ccc(F)cc1 (centres undefined)
  A = 0.2%; B = -0.8%; C = 2.4%; D = -6.7%; E = u; F = 9.9%

> COc1ccc(N2CCN(c3nc4ccc(C(=O)c5ccccc5)cc4n4cnnc34)CC2)cc1
  A = -4.4%; B = x; C = x; D = 6.9%; E = 0.0; F = x

> CN(C)C(=O)COc1ccc(Br)cc1
  A = -4.2%; B = -13.6%; C = 4.1%; D = 4.6%; E = u; F = -0.7%

> Cc1ccccc1CSc1nc2c(sc3ccccc32)c(=O)n1CCCC(=O)NCCCOC(C)C
  A = 8.1%; B = x; C = x; D = -3.8%; E = -32.5; F = x

> Cc1cccc(OCCSc2nc(-c3cccs3)nc3cc(=O)[nH]n23)c1
  A = 2.1%; B = x; C = x; D = -2.6%; E = -2.3; F = x

> COc1ccc(CCNC(=O)CC(C)S(=O)(=O)c2ccc3c(c2)NC(=O)CO3)cc1OC (centres undefined)
  A = 0.5%; B = -9.7%; C = 9.8%; D = 2.7%; E = -7.6; F = 2.5%

> CCOC(=O)N/N=C/c1ccc(N2CCOCC2)s1
  A = -9.5%; B = -11.7%; C = 1.4%; D = u; E = -1.4; F = 0.8%

> COc1ccc(/C=C2\SC(=S)N(CCC(=O)NC3=NCCS3)C2=O)cc1OC
  A = -8.2%; B = -4.6%; C = -25.5%; D = u; E = -27.1; F = -1.0%

> Cc1ccc(NC(=O)C(c2ccccc2)c2ccccc2)nc1
  A = -1.1%; B = -25.8%; C = 5.0%; D = -11.0%; E = -19.5; F = 2.7%

> O=C(Oc1ccc(-c2nc(-c3ccccn3)no2)cc1)c1ccccc1
  A = 1.2%; B = -12.2%; C = 4.3%; D = -9.6%; E = -24.6; F = 0.2%

> NC(=S)Nc1cccc2cn[nH]c12
  A = 62.6%[activator]; B = -13.6%; C = 1.7%; D = u; E = -9.7; F = -27.0%

> COc1ccc(-c2ccc(CCC(=O)O)n2-c2ccc(Cl)cc2C)cc1
  A = 39.8µM*; B = x; C = x; D = 11.4%; E = 8.2; F = x

> Cc1c(NC(=O)CSc2ncnc3c2cnn3-c2ccccc2)c(=O)n(-c2ccccc2)n1C
  A = 4.9%; B = 2.6%; C = u; D = u; E = u; F = x

> COc1ccc(CC(=O)OCC(=O)NC2CCCCC2)cc1
  A = -2.9%; B = -11.1%; C = 16.9%; D = 2.7%; E = -15.3; F = x

> O=C(c1cccc(F)c1)N1CCN(C(=O)C2CC2)CC1
  A = 6.5%; B = -9.6%; C = 17.3%; D = u; E = 10.3; F = 5.6%

> COc1cc(NC(=O)c2nc3ccccc3nc2C)cc(OC)c1OC
  A = -1.0%; B = x; C = x; D = 11.7%; E = 22.8; F = x

> CCN(CC)C(=O)c1sc2[nH]c(=S)n(-c3ccccc3)c(=O)c2c1C
  A = -5.4%; B = 2.4%; C = 9.5%; D = -6.5%; E = 14.6; F = u

> CC(C(=O)N1CCC2(CC1)OCCO2)C1Sc2ccccc2NC1=O (centres undefined)
  A = 8.5%; B = -4.0%; C = 8.3%; D = u; E = 17.7; F = -0.3%

> C/C(=N\Nc1cc(C)nc(NCc2ccccc2)n1)c1ccc([N+](=O)[O-])cc1
  A = 9.3%; B = -28.7%; C = u; D = -0.2%; E = -14.1; F = -8.2%

> CC(C)CC(=O)Nc1ccc2nc(SCC(=O)N3CCOCC3)sc2c1
  A = -7.1%; B = x; C = x; D = -7.6%; E = -18.0; F = x

> CCc1nc(SCC(=O)Nc2c(C)n(C)n(-c3ccccc3)c2=O)n[nH]1
  A = 4.9%; B = -15.3%; C = 8.4%; D = -13.1%; E = -1.9; F = 10.7%

> Cc1ccc(S(=O)(=O)N2CCN=C2SC(C)c2ccccc2)cc1 (centres undefined)
  A = -1.7%; B = -5.4%; C = u; D = -3.1%; E = 4.8; F = x

> O=C(NN=Cc1ccc(F)cc1)c1cccc(S(=O)(=O)N2CCCC2)c1
  A = x; B = -21.5%; C = -6.1%; D = x; E = -12.7; F = x

> COc1cnc(N(C)C)nc1Sc1ccc(Cl)cc1
  A = 11.7%; B = 3.1%; C = u; D = 2.0%; E = -11.2; F = -0.9%

# Ordered by length of the SMILES (rising): part of the list above
# Screens by letter – A = Sm TGR block; B = AmpC no deterg; C = HCV inh; D = AmpC detergent; E = HCMV inh; F = Giardia FBPA inh
> CN(C)C(=O)COc1ccc(Br)cc1
  A = -4.2%; B = -13.6%; C = 4.1%; D = 4.6%; E = u; F = -0.7%

> COc1ccc(CC(=O)OCC(=O)NC2CCCCC2)cc1
  A = -2.9%; B = -11.1%; C = 16.9%; D = 2.7%; E = -15.3; F = x

> O=C(c1cccc(F)c1)N1CCN(C(=O)C2CC2)CC1
  A = 6.5%; B = -9.6%; C = 17.3%; D = u; E = 10.3; F = 5.6%

> CC(C(=O)N1CCC2(CC1)OCCO2)C1Sc2ccccc2NC1=O (centres undefined)
  A = 8.5%; B = -4.0%; C = 8.3%; D = u; E = 17.7; F = -0.3%

> CC(C)CC(=O)Nc1ccc2nc(SCC(=O)N3CCOCC3)sc2c1
  A = -7.1%; B = x; C = x; D = -7.6%; E = -18.0; F = x

> COc1ccc(C(=O)N2CCN(c3ccc(C)c(C)c3)CC2)cc1OC
  A = -3.9%; B = 79.5%[activator]; C = -29.9%; D = u; E = 4.0; F = -8.2%

> COc1ccc(-c2ccc(CCC(=O)O)n2-c2ccc(Cl)cc2C)cc1
  A = 39.8µM*; B = x; C = x; D = 11.4%; E = 8.2; F = x

> O=C(NN=Cc1ccc(F)cc1)c1cccc(S(=O)(=O)N2CCCC2)c1
  A = x; B = -21.5%; C = -6.1%; D = x; E = -12.7; F = x

> CCc1nc(SCC(=O)Nc2c(C)n(C)n(-c3ccccc3)c2=O)n[nH]1
  A = 4.9%; B = -15.3%; C = 8.4%; D = -13.1%; E = -1.9; F = 10.7%

> COc1ccc(/C=C2\SC(=S)N(CCC(=O)NC3=NCCS3)C2=O)cc1OC
  A = -8.2%; B = -4.6%; C = -25.5%; D = u; E = -27.1; F = -1.0%

> COc1ccccc1CCNC(=O)C(=O)NCC1OCCN1S(=O)(=O)c1ccc(F)cc1 (centres undefined)
  A = 0.2%; B = -0.8%; C = 2.4%; D = -6.7%; E = u; F = 9.9%

> Cc1ccccc1CSc1nc2c(sc3ccccc32)c(=O)n1CCCC(=O)NCCCOC(C)C
  A = 8.1%; B = x; C = x; D = -3.8%; E = -32.5; F = x

> Cc1c(NC(=O)CSc2ncnc3c2cnn3-c2ccccc2)c(=O)n(-c2ccccc2)n1C
  A = 4.9%; B = 2.6%; C = u; D = u; E = u; F = x

# Following part.
# Screens by letter – A = Sm TGR block; B = AmpC no deterg; C = HCV inh; D = AmpC detergent; E = HCMV inh; F = Giardia FBPA inh
> COc1ccc(CCNC(=O)C2CCN(S(=O)(=O)c3ccc(NC(C)=O)cc3)CC2)cc1OC
  A = 5.7%; B = 2.8%; C = 12.5%; D = -1.5%; E = 22.2; F = 5.5%

> CC(C)(C)c1ccc(CCC2OCC(CN3CCOCC3)O2)cc1 (centres undefined)
  A = 0.6%; B = 137.5%[activator]; C = -17.6%; D = -1.5%; E = 4.7; F = 2.8%

> CCCCOc1ccc(C(=O)NCCc2ccccc2)cc1
  A = -0.7%; B = -12.1%; C = -23.4%; D = -1.9%; E = 73.6; F = -0.6%

> O=C(CCNS(=O)(=O)c1ccc2c(c1)CCC(=O)N2)NCc1ccc2c(c1)OCO2
  A = -2.8%; B = -18.9%; C = 20.8%; D = -2.5%; E = -1.2; F = -0.6%

> COc1ccc(Sc2ccccc2CN(C)C)cc1OC
  A = 0.0%; B = -13.1%; C = 3.9%; D = -7.2%; E = 109.1; F = -3.0%

> Cc1cc(NC(=O)Nc2cccc(Cl)c2)n(-c2ccccc2)n1
  A = 3.7%; B = -30.4%; C = u; D = 0.2%; E = 6.4; F = 0.4%

> COc1ccc(NC(=O)NNC(=O)COc2cc(C)c(Cl)c(C)c2)c(OC)c1
  A = 3.4%; B = -40.1%; C = 0.7%; D = -3.5%; E = -4.8; F = 2.6%

> COC(=O)c1cc(-c2cccs2)nn1-c1ccccc1
  A = 2.0%; B = -16.6%; C = -18.7%; D = 1.1%; E = 81.6; F = -2.4%

> O=C(CN1CCCCCC1)Nc1ccc(Cl)cc1F
  A = -9.3%; B = -21.3%; C = -2.6%; D = -0.6%; E = -1.0; F = 4.7%

> CCC(C(=O)NC1CCCCC1)n1c2ccccc2c2nc(=O)cc(C)n21 (centres undefined)
  A = -3.4%; B = -8.6%; C = -24.5%; D = 1.9%; E = -27.1; F = x

> c1ccc(Oc2ccc3ccccc3n2)cc1
  A = 11.1%; B = -14.6%; C = 7.5%; D = 0.2%; E = -12.9; F = -4.9%

> CC1=C(C(=O)Nc2cccc(Cl)c2C)C2(CCCCCC2)OC1=O
  A = -5.3%; B = x; C = x; D = 10.3%; E = u; F = x

> Cc1ccc(/C=C/c2nnc(-c3cccc(C)c3)o2)cc1
  A = -0.3%; B = -24.4%; C = 14.6%; D = -0.4%; E = 43.6; F = -0.6%

> Cc1ccc(OCCC(=O)OC(C)C(=O)Nc2c(C)n(C)n(-c3ccccc3)c2=O)cc1 (centres undefined)
  A = -1.5%; B = 1.8%; C = -10.5%; D = -8.2%; E = -17.8; F = x

> CCCNNC(=O)C(O)(c1ccccc1)c1ccccc1
  A = -14.9%; B = -7.1%; C = 0.6%; D = -0.6%; E = -12.1; F = -4.1%

# Reformatted: results already given.
SMILES,Sm TGR block,AmpC no deterg,HCV inh,AmpC detergent,HCMV inh,Giardia FBPA inh
COc1ccc(CCNC(=O)C2CCN(S(=O)(=O)c3ccc(NC(C)=O)cc3)CC2)cc1OC,5.7%,2.8%,12.5%,-1.5%,22.2,5.5%
CC(C)(C)c1ccc(CCC2OCC(CN3CCOCC3)O2)cc1 (centres undefined),0.6%,137.5%[activator],-17.6%,-1.5%,4.7,2.8%
